# Pf Dd2 inh: inhibitors of Plasmodium falciparum Dd2 growth | Potency, µM (series often up to 28.9 µM), without a hit: top-dose activity, negative = inhibition, usual class: inhibitors | P. falciparum Dd2 growth, SYBR Green, 72 h | AID 1347417 | 4.3% of 120,000 active; active = well fitted inhibition curve with a large enough effect; inconclusive = small, poorly fitted or top-dose-only effect; inactive = no such curve, though single readings can be large or run the other way;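 also: plate controls were DMSO vehicle for no effect and reference drug for full effect; nearly all actives have a fitted effect of over 65% in size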
#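 Readout: SYBR Green fluorescence, 485 nm excitation, 535 nm emission, after ~16 h lysis at 37C. Before that, Dd2-infected red cells (2.5% hematocrit) grew 72 h with compound, 29 uM top final concentration.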
# * marks the source's active call; other numbers are inactive results; i = inactive; u = inconclusive; [ ] = dose if it differs, or a comment. Potency is read from the fitted curve at half-maximal effect. Only part of the results is shown; count on the stated rates, not on these rows.
SMILES,Pf Dd2 inh
Cc1ccc(NC(=O)c2nc(S(C)(=O)=O)ncc2N(Cc2cccc(F)c2)Cc2ccco2)cc1C,u
COCC1CN(C)CC12CCN(Cc1ccc(C#N)cc1)CC2 (stereo not drawn),u
O=C(Cn1cccc1-c1nc(-c2ccc3c(c2)OCO3)no1)Nc1ccc(F)cc1,u
COc1ccc(NC(=O)c2nnn(Cc3ccccc3C)c2N)c(OC)c1,1.1µM*
Cc1cn2nc(C(=O)NCc3ccco3)cc2c(=O)[nH]1,8%
Clc1ccc(CN2CCC3(CC2)CC(c2cccnc2)=NO3)cc1,19%
CCN(Cc1ccccc1)C(=O)Cn1c(=O)n(-c2ccc(Cl)cc2)c(=O)c2c(C)c(C(=O)N(C)C)sc21,u
Cc1ccc2c(=O)c(C(=O)c3ccccc3)cn(CC(=O)NCc3ccccc3)c2n1,-6%
O=C1NCc2ccccc2CC12CCN(Cc1ccc(-c3ccccc3)cc1)CC2,u
CCOc1ccc(-c2nnc(SCC(=O)Nc3cc(F)ccc3F)o2)cc1,-11%
O=C(Nc1ccc(OCc2cc(=O)n3ccccc3n2)cc1)c1ccccc1Cl,10%
COc1ccc(C(=O)N2CCC(N3CC4CCCN4C3=O)CC2)cc1 (stereo not drawn),16%
O=C(Cn1cc(SCc2ccc(C(F)(F)F)cc2)c2ccccc21)N1CCCC1,-16%
O=C(Nc1cccc(NC(=O)c2ccccc2F)c1)c1ccccc1,25%
Cc1cccc(N2CCN(C(=O)c3ccc4c(c3)c(C)c(C)n4C)CC2C)c1 (stereo not drawn),i
COCCOCC(=O)NCCc1noc(-c2cccnc2)n1,22%
CCCCc1nn(CC(=O)NCc2nc3c(s2)CCCC3)c(=O)n1CC,5%
CCc1cc(=O)[nH]c(N2CCOCC2)n1,0%
Cc1nc(N2CCC(C(=O)NC3CCC(C)CC3)CC2)cc(C(F)(F)F)n1 (stereo not drawn),-45%
CCCn1ncc(C(=O)N[C@H]2COC[C@H]2Cc2cc(C)no2)c1C,-1%
O=C(NCC1CN(CC2CC2)CC12CN(c1ccccc1)C2)c1ccccc1 (stereo not drawn),u
COc1ccc(CCNC(=O)c2ccc(-n3c(C)cc4c3CCC(C)C4)cc2)cc1OC (stereo not drawn),161%[activator][5.79 µM]
CCn1c(SCC(=O)c2ccccc2)nnc1-c1cccc(Cl)c1,-9%
CCCCCC(=O)Nc1nc2c(s1)C[C@@H]1[C@](C)(CO)[C@H](O)CC[C@@]1(C)[C@@H]2CC(=O)NC1CCCCC1,i
COc1cc(OC)cc(C(=O)N2CCC3(CC2)N=C(c2ccccc2)NO3)c1,15%
Cc1ccc(NC(=O)CN(C)S(=O)(=O)c2ccc3c(c2)n(C)c(=O)c(=O)n3C)cc1F,-13%
CCOC(=O)c1ccccc1NC(=O)CSc1nccn1Cc1ccco1,i
Cc1nn2c(c1-c1ccccc1N1CCCC1)N(C(=O)c1ccn(C)n1)CCC2,i
Cc1oc2c(c(C)cc3oc(=O)c(CC(=O)NCc4ccc(F)cc4)c(C)c32)c1C,15%
CN1C(=O)CC(C(=O)O)C12CCN(Cc1cnc(CC3CCCC3)[nH]1)CC2 (stereo not drawn),10%
CCOc1ccc(NC(=O)C2CCCN(S(=O)(=O)c3c(C)noc3/C=C/N(C)C)C2)cc1 (stereo not drawn),u
CCOc1cccc(CN2CCC([C@@H]3CNC[C@H]3CO)CC2)c1,28%
Cc1ccc2c(c1)N1C(=O)OC[C@@H]1CCN(S(C)(=O)=O)C2,3%[44.1 µM]
COc1ccc(CN2CCc3ncc(C(=O)NCc4ccc5c(c4)OCO5)n3CC2)cn1,-5%[44.1 µM]
COCCNC(=O)C[C@@H]1C[C@H]2O[C@H](CNC(=O)NC3CCC3)[C@@H](O)[C@H]2O1,29%[44.1 µM]
Cc1nn(CC(=O)NCc2ccccc2Cl)c(=O)c2nn(-c3ccccc3)c(C)c12,11%
Cc1ccc(N2C(=O)N(CC(=O)C(C)(C)C)c3ccccc3S2(=O)=O)cc1C,-11%
COCCOc1ccnc(-c2noc([C@@H]3CCCN3CC3CC3)n2)c1,-9%[44.1 µM]
CN(C)c1nsc(N2CCC3(CC2)C(C(=O)O)CC(=O)N3C)n1 (stereo not drawn),0%
COc1ccc(N2CC(NC(=O)c3cc4ccccc4o3)CC2=O)cc1OC (stereo not drawn),38%[activator]
COc1cccc(-c2cnc([C@@H]3COCCN3Cc3cnc4ccccc4c3)[nH]2)c1,-10%[44.1 µM]
CCOc1ccc(C2Nc3c(C)cccc3-c3cc(C)nn32)cc1 (stereo not drawn),u
CCOc1ccc(-c2nonc2NC(=O)c2oc3cc(Br)ccc3c2C)cc1,-30%
CS(=O)(=O)NCC(=O)N1CCCCCNC(=O)CC1c1ccccc1 (stereo not drawn),18%
CC(C)(O)c1cn(C[C@H]2C[C@@H]3CCN2C[C@@H]3C(=O)N2CCOCC2)nn1,i
N#Cc1ccc(C(=O)N2CCCN(CCc3ccccc3)c3ccccc32)cc1,u
CC1=C[C@@H](CNC(=O)Cn2cnnn2)[C@H](C(C)C)C[C@H]1Cc1nc2ccncc2[nH]1,u
CCOc1ccccc1NC(=O)CSc1nccn1-c1ccc(Cl)cc1,i
CC(=O)c1cccc(NC(=O)Cn2c(C)c3cnn(-c4ccccc4)c(=O)c3c2C)c1,4%
COc1ccc(C(CNC(=O)c2ccc(F)cc2)N2CCCC2)cc1 (stereo not drawn),-4%
COc1ccc(CCNc2ncnc3onc(C)c23)c(OC)c1,u
O=C(c1ccoc1)N1CCC2(CC1)CC(N(C(=O)c1ccccc1)C1CC1)CCO2 (stereo not drawn),i
O=C(NCC1CN(Cc2cccnc2)CC12CN(c1ccccc1)C2)Nc1ccccc1 (stereo not drawn),u
O=C(c1ccccc1)N1Cc2ccccc2NC(=O)C12CCNCC2,11%
COCCc1noc(C2Cc3ccccc3N2C(=O)Nc2cc(OC)cc(OC)c2)n1 (stereo not drawn),i[5.79 µM]
CCC1(C(=O)NCc2ccc(C(C)C)cc2)CCCCC(=O)N1 (stereo not drawn),6%
COc1ccc(C(=O)N2CCn3c(nnc3[C@@H]3C[C@@H](O)CN3Cc3ccccc3)C2)cc1,8%
COc1ccc(NC(=O)N2C[C@@H]3C[C@H](C2)c2ccc(NS(=O)(=O)c4ccc(NC(C)=O)cc4)c(=O)n2C3)cc1,u
COc1ccc(-c2ccc(CCC(=O)O)n2-c2ccc(Cl)cc2C)cc1,i
CC(C)CN(CCCNC(=O)c1cc(-c2cccs2)nc2ccccc12)CC(C)C,u

# Quoted at random: 6 entries already listed
SMILES,Pf Dd2 inh
CCOc1ccc(NC(=O)C2CCCN(S(=O)(=O)c3c(C)noc3/C=C/N(C)C)C2)cc1 (stereo not drawn),u
CCOc1ccc(C2Nc3c(C)cccc3-c3cc(C)nn32)cc1 (stereo not drawn),u
COCCNC(=O)C[C@@H]1C[C@H]2O[C@H](CNC(=O)NC3CCC3)[C@@H](O)[C@H]2O1,29%[44.1 µM]
CN(C)c1nsc(N2CCC3(CC2)C(C(=O)O)CC(=O)N3C)n1 (stereo not drawn),0%
Cc1ccc(NC(=O)c2nc(S(C)(=O)=O)ncc2N(Cc2cccc(F)c2)Cc2ccco2)cc1C,u
CCOc1ccccc1NC(=O)CSc1nccn1-c1ccc(Cl)cc1,i

# Following part:
SMILES,Pf Dd2 inh
COc1cccc(N2CCN(C(=O)CCCn3c(=O)[nH]c4ccc(Br)cc4c3=O)CC2)c1,u
COc1ccccc1CNC(=O)CCc1c(C)nc2cc(-c3ccc(Cl)cc3)nn2c1C,i
COCC(=O)NCC1c2cc(OC)c(OC)cc2CCN1C(=O)Nc1cccc(F)c1 (stereo not drawn),i
CC(C)Cn1c(CNC(=O)OC(C)(C)C)nc2cccnc21,11%
CCN(CC)C(=O)c1sc2c(c1C)c(=O)n(Cc1ccccc1)c(=O)n2Cc1c(C)cc(C)cc1C,10µM*
Cc1ccc(NC(=O)Cn2c(C)cc3nc4n(c(=O)c32)CCC4)cc1Cl,i
O=C(Nc1cccc2cccnc12)c1ccc(-c2cccc(Cl)c2)o1,3%
COc1ccc(-n2nnnc2C2CCN(S(=O)(=O)c3ccc(NC(C)=O)cc3)CC2)cc1,i
CCOc1cc(=O)n2c(c1C(=O)Nc1ccc(F)c(F)c1)CCCC2,u
Cc1nnc(SCC(=O)NCc2cccc(F)c2)c2nn(-c3ccccc3)c(C)c12,-3%
COCc1cc(C[C@@H]2CC[C@H](O)[C@@H](CN(C)C)O2)no1,-9%[44.1 µM]
CCC(C)NC(=O)C1CC(c2ccccc2)CN(C(=O)NCc2ccccc2)C1 (stereo not drawn),i
CC1=NOC2(CCN(Cc3ccccc3)C2)C1 (stereo not drawn),i
CC1Oc2ccc(NC(=O)c3c(F)cccc3F)cc2CN(Cc2ccccc2F)C1=O (stereo not drawn),-7%
COc1ccc(-c2nc(-c3nnn4c3COC(c3ccc(OC)cc3)C4)no2)cc1 (stereo not drawn),i
COc1cc(Cl)c(NC(=O)CN2C(=O)c3cccnc3Sc3ccccc32)c(OC)c1,i
COc1cc(F)ccc1-c1ccc2ncn(C3CC3)c(=O)c2n1,-18%[44.1 µM]
CCc1ccccc1N(C)C(=O)c1cn(CC(C)C)c(=O)c2cc(OC)c(OC)cc12,u
CN(C)C1CCN(c2ncc(C(C)(C)C(=O)O)c(N3CCOCC3)n2)C1 (stereo not drawn),8%
COc1ccccc1-c1nc(C(=O)N2CCCC2)n2ccncc12,10µM*
O=C(O)Cn1nc(N2CCN(c3ccc(F)cc3)CC2)ccc1=O,25%
Cc1ccc(N(C(=O)COc2ccccc2C)S(=O)(=O)c2ccc(Cl)cc2)cc1,i
COCC(=O)NC[C@H]1O[C@H](Cc2cc(CN3CCNCC3)on2)CC[C@@H]1O,17%[44.1 µM]
Cc1cccc(C(=O)NCC23CCC=C2N(C)C(=O)CC3)c1 (stereo not drawn),-2%
O=C(NC[C@H]1OC[C@@H](NCc2ccccc2O)[C@@H]1O)c1ccc(F)cc1,-25%[44.1 µM]
Cc1ccc(S(=O)(=O)N2CCc3nc(N(C)Cc4cccnc4)[nH]c(=O)c3CC2)cc1,i[5.79 µM]
Cc1ncsc1CN1CCC(N2C(=O)C(OCC3CC3)C23CCCCC3)CC1 (stereo not drawn),u
COCCN1C(=O)c2ccccc2C(C(=O)NC(C)C)C12CCCCC2 (stereo not drawn),-7%
CC(C)Sc1ncc(Cl)c(C(=O)Nc2nc3ccc(S(C)(=O)=O)cc3s2)n1,30%
N#Cc1cccc(NC(=S)O[C@@H]2CO[C@H]3[C@@H]2OC[C@@H]3n2nnnc2SCc2ccco2)c1,-8%
CCc1cnc(N2CCC3(CC2)C(=O)Nc2cc(OCc4ccccc4)c(OC)cc23)nc1,-14%
COc1cccc(N2C(=O)NC(=NC3CCCCC3)C23CCN([S+](=O)([O-])c2cccs2)C3)c1 (stereo not drawn),-10%
O=C(O)C1(Oc2ccc3ccccc3c2)CCN(Cc2ccc(CO)o2)CC1,-6%
CCc1ccccc1NC(=O)CSc1nc(C)c(C(=O)Nc2ccccc2)c(-c2ccc(Cl)cc2)c1C#N,u
CC(C)NC(=O)N1CCC[C@@H](O)[C@H](NC(=O)c2ccc(OCCN3CCOCC3)cc2)C1,i
Cc1noc(C)c1-c1ccc(S(=O)(=O)N[C@@H]2[C@@H](N)[C@H]3CCO[C@H]32)s1,i
Cc1ccc(NC(=O)Cn2c(=O)n(CCc3ccccc3)c(=O)c3c4c(sc32)CCCC4)cc1C,i
Cc1cccc(Cn2cccc(C(=O)Nc3cc(C)on3)c2=O)c1,6%
Cc1ccc(O)c(-c2n[nH]c3c2C(c2ccc(F)cc2)N(Cc2ccco2)C3=O)c1 (stereo not drawn),u
Cc1nnc([C@H]2CCN(Cc3cc4ccccc4o3)C2)o1,i
COc1ccc(NC(=O)c2ccco2)cc1NC(=O)C(C)(C)Oc1ccc(Cl)cc1,10µM*
COCc1cc(C[C@@H]2CC[C@H](O)[C@@H](CNCc3ccc(Cl)cc3)O2)no1,u
COc1cccc(Cn2c(=O)n(-c3cccc(Cl)c3C)c(=O)c3c4c(sc32)CN(C(C)=O)CC4)c1,u
COc1ccc(Nc2cnc3ccc(N(C)Cc4cccnc4)nn23)cc1,u
COCC1CN(C(C)=O)CC12CCN(C(=O)NCc1ccc(C)cc1)CC2 (stereo not drawn),9%
COc1nc2c(cc1CNC(=O)c1ccn[nH]1)C(=O)N(CCc1ccccn1)C2,-30%
CCC[C@@H]1CN(C(=O)CCn2cc(Cl)cn2)C[C@H]1C(=O)O,-10%
O=C(Cn1ccn2nc(-c3ccc(F)cc3)c(CO)c2c1=O)N1CCCC1,i

# Part of the list above in another layout:
Structure	Pf Dd2 inh
O=C(Cn1ccn2nc(-c3ccc(F)cc3)c(CO)c2c1=O)N1CCCC1	i
COCc1cc(C[C@@H]2CC[C@H](O)[C@@H](CNCc3ccc(Cl)cc3)O2)no1	u
COc1cccc(Cn2c(=O)n(-c3cccc(Cl)c3C)c(=O)c3c4c(sc32)CN(C(C)=O)CC4)c1	u

# (listing goes on)
SMILES,Pf Dd2 inh
CN1CCN(c2nc3c(c(=O)[nH]2)CCN(Cc2cn(C)c4ccccc24)CC3)CC1,7%[5.79 µM]
O=C1c2c(nc(COc3cccc(N4CCOCC4)c3)n2Cc2ccccc2)NCCN1CC1CC1,i
COc1cccc(N2C(=O)[C@@H]3C[C@@H](NC(=O)C4CCN(c5nccc(C(F)(F)F)n5)CC4)CCN3C2=O)c1,-10%
C=CCN1C[C@@H]2CN(C(=O)c3cccc(Cl)c3C)C[C@]2(C(=O)O)C1,0%

# A few values from the entries so far.
# Under Pf Dd2 inh, `O=C(Nc1ccc(OCc2cc(=O)n3ccccc3n2)cc1)c1ccccc1Cl` is listed with 10%
# Under Pf Dd2 inh, `O=C(O)C1(Oc2ccc3ccccc3c2)CCN(Cc2ccc(CO)o2)CC1` is listed with -6%

# Screening data from PubChem BioAssay.
